Assay outcomes: PubChem BioAssay, National Center for Advancing Translational Sciences (NCATS)
EPAC2 agonist = qHTS for Agonist of cAMP-regulated guanine nucleotide exchange factor 4 (EPAC2): primary screen; EPAC2 activation, biochemical qHTS; response scale: 100% = 6.5 mM cAMP response; Potency, µM (series often up to 154 µM), without a hit: top-dose activation, actives largely listed as activators; hit rate 0.079% among 360,000; also: nearly all actives have a fitted effect of over 50% in size
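qHTS, titration series. 100 nM EPAC2 / 250 nM Rap1B-BODIPY-GDP / 50 uM GDP; RT; ex 480/em 540 nm, 5-min reads to 30 min. Norm. to 6.5 mM cAMP = activation.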
EPAC1 antagonist = qHTS for Antagonist of cAMP-regulated guanine nucleotide exchange factor 3 (EPAC1): primary screen. Rap guanine nucleotide exchange factor 3 (Homo sapiens), O95398. EPAC1 GEF assay, Rap1b-BODIPY-GDP exchange fluorescence. Potency, µM (titrated, usually from 115 µM), for inactives: at the top dose activity change, negative = inhibition, actives largely listed as inhibitors. hit rate 0.14% among 360,000;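 also: plate controls were vehicle for no effect and positive control for full effect; nearly all actives have a fitted effect of over 50% in size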
Target sequence (O95398 whole entry, looked up): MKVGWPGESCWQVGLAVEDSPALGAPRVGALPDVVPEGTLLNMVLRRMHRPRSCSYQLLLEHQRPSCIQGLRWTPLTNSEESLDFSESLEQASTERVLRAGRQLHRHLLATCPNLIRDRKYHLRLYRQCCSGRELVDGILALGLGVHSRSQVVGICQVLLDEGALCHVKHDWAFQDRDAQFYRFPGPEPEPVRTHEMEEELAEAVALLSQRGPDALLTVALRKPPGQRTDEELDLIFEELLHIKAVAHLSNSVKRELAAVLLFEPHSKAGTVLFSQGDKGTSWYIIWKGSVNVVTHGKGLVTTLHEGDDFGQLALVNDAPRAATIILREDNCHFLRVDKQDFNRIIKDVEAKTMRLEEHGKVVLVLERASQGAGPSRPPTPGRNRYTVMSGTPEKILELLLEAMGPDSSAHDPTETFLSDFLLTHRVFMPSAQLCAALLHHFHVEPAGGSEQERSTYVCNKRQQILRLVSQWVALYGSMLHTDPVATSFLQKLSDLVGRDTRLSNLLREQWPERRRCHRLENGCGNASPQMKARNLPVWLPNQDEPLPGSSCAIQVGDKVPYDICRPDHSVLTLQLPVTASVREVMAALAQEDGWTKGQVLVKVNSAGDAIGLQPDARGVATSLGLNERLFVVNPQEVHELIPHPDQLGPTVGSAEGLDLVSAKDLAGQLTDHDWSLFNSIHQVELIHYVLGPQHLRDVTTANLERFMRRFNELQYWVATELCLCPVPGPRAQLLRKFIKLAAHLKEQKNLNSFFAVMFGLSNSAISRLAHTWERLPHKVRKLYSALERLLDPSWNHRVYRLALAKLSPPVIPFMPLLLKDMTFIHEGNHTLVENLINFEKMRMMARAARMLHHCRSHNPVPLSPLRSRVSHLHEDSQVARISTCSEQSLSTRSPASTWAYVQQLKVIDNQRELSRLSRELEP
TDP-43 yeast inh = qHTS of TDP-43 Inhibitors | Potency, µM (doses to about 46.1 µM), inactives show top-dose growth rescue (activation), actives largely listed as activators | TDP-43 expressing yeast growth rescue, BacTiter-Glo, 24 h | hit rate 1.8% among 410,000; also: % of control where 0% means no effect; nearly all actives have a fitted effect of over 50% in size
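In this qHTS, compounds that restore growth of yeast expressing TDP-43 appear as activators. Cells (OD600=0.02, galactose medium, raffinose-pregrown) are incubated with compound 24 hr at 30 deg C and growth is quantified by BacTiter-Glo.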
EPAC2 antag = qHTS for Antagonist of cAMP-regulated guanine nucleotide exchange factor 2 (EPAC2): primary screen; Rap guanine nucleotide exchange factor 4 (Homo sapiens), Q8WZA2; EPAC2 GEF exchange of Rap1B-BODIPY-GDP, fluorescence; Potency, µM (titrated, usually from 114 µM), for the others: at the highest dose activity, negative = inhibition, most hits filed as inhibitors; hit rate 0.18% among 360,000; AID 720708, 2013; also: % is scaled to controls: 0 for no effect and ±100 for the full control effect; nearly all actives have a fitted effect of over 45% in size; many of its hits are not listed in these tables
aSyn yeast inh = qHTS of alpha-syn Inhibitors | Yeast expressing alpha-synuclein, growth rescue, BacTiter-Glo, 24 h | Potency, µM (doses to about 46.1 µM), without a hit: at the highest dose growth rescue (activation), hits mostly activators | hit rate 0.14% among 370,000 | AID 652106, 2013; also: % of control where 0% means no effect; nearly all actives have a fitted effect of over 65% in size
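Screening used galactose-induced yeast with toxic alpha-synuclein levels, exposed to compound for 24 hr at 30 deg C. Cell growth, read with BacTiter-Glo luminescence, gave the measured signal.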
FUS suppressor = qHTS for Suppressors of FUS Proteinopathy: Primary screen using FUS-linked yeast assay | S. cerevisiae FUS-expressing, growth rescue, OD600, 24 h | Potency, µM (top dose mostly 76.6 µM), inactives show top-dose growth rescue (activation), most hits filed as activators | hit rate 0.24% among 390,000;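 also: plate controls were DMSO vehicle for no effect and reference control for full effect; nearly all actives have a fitted effect of over 55% in size; some results filed as inactive show a strong effect at the top dose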
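Galactose (2%) drives FUS expression in yeast precultured in raffinose; seeding density OD 0.005. Test compounds incubated 24hr at 30C and 99% humidity before absorbance at 600 nm was measured.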
PTHR1 ag = qHTS for PTHR1 Agonists: Primary Screen. Parathyroid hormone/parathyroid hormone-related peptide receptor (Homo sapiens), Q03431. Potency, µM (top dose mostly 115 µM), for inactives: at the top dose activation, actives largely listed as activators. HEK293 GP2 PTHR1 cells, GloSensor cAMP luminescence, 1 h. hit rate 0.075% among 410,000; also: nearly all actives have a fitted effect of over 55% in size; some results filed as inactive show a strong effect at the top dose; inactives centre near -15; many of its hits are not listed in these tables
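HEK-293-derived GP2 cells expressing PTHR1 and a GloSensor cAMP reporter, 3,000/well, plated overnight, given luciferin plus IBMX (each 0.5 mM as added) for 1 h at 37 °C, then compound for 1 h at 37 °C. Luminescence was read after 15 min at room temperature.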
EPAC1 ag = qHTS for Agonist of cAMP-regulated guanine nucleotide exchange factor 3 (EPAC1): primary screen. AID 720707, 2013. EPAC1 agonist qHTS, biochemical assay; response scale: 100% = response to 6.5 mM cAMP. Potency, µM (series often up to 154 µM), for the others: at the top dose activation, hits mostly activators. Rap guanine nucleotide exchange factor 3 (Homo sapiens), O95398. hit rate 0.073% among 360,000; also: nearly all actives have a fitted effect of over 60% in size
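Multi-concentration qHTS readout: loss of Rap1B-bound BODIPY-GDP fluorescence driven by 100 nM EPAC1 with excess GDP (50 uM), monitored kinetically at room temperature; agonist response expressed relative to 6.5 mM cAMP.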
* = called active by the depositor; i = inactive; u = inconclusive; x = not tested or not shown; [ ] = dose if it differs, or a comment. Calls follow the shape of the dose curve; as a rule, active = well fitted curve in the direction sought with a large enough effect; inconclusive = small, poorly fitted or top-dose-only effect, or another doubt; inactive = no such curve, though single readings can be large; an effect the other way counts as inactive or inconclusive. Potency is read from the fitted curve at half-maximal effect. Only part of the results is shown, so the mix of outcomes need not match the whole.

SMILES	EPAC2 agonist	EPAC1 antagonist	TDP-43 yeast inh	EPAC2 antag	aSyn yeast inh	FUS suppressor	PTHR1 ag	EPAC1 ag
O=C(OC(C(=O)NCc1cccs1)c1ccc(F)cc1)c1ccco1 (configuration not stated)	0%	0%	11%	8%	4%	7%	i	-12%
O=C(N=C1SC2CS(=O)(=O)CC2N1c1ccc(F)cc1F)C1CC1 (configuration not stated)	11%	-1%	-15%	4%	1%	8%	i	1%
c1csc(-c2nn3c(Cn4nnc5ccccc54)nnc3s2)c1	-7%	-2%	-18%	2%	5%	19%	4%[57.5 µM]	1%
CCCN(CC(=O)Nc1cc(Cl)ccc1Cl)C(=O)CN1C(=O)C2CCCCC2C1=O (configuration not stated)	-3%	5%	4%	5%	2%	6%	i	2%
N#Cc1ccc(N2CCN(C(=O)c3cccs3)CC2)c(F)c1	1%	5%	u	-2%	0%	6%	-16%	9%
O=C1CN(C(=O)COc2ccc([N+](=O)[O-])cc2Cl)c2ccccc2N1	13%	9%	-5%	-1%	-4%	-18%	15%	-3%
Cc1ccc(OCCC(=O)Nc2ccc3c(c2)OCO3)cc1	13%	-2%	11%	-4%	-5%[1.84 µM]	-10%	u	1%
CC1=C(C(=O)OCc2ccccc2)C(c2ccc(-c3ccccc3)cc2)NC(=O)N1CCCCCC(=O)O (configuration not stated)	4%	-20%	28%	u	0%	u	-34%[inhibitor]	13%
Cc1cc(C(=O)OCC(=O)N2CC(=O)Nc3ccccc32)no1	3%	-11%	-12%	1%	2%	19%	-5%[57.5 µM]	6%
Cc1cccc(NC(=O)c2ccc(NC(=O)CC3SC(N4CCCC4)=NC3=O)cc2)n1 (configuration not stated)	8%	8%	-11%	17%	-2%	x	-29%	-7%
COc1ccc(-c2oc3ncnc(NCCN4CCOCC4)c3c2-c2ccc(OC)cc2)cc1	2%	14%	6%	0%	0%	-9%	i	2%
COc1cccc(NC(=O)COC(=O)C2=NN(c3ccccc3)C(=O)CC2)c1	-3%	-13%	-1%	-2%	6%	-1%	2%	4%
CONC(=O)c1ccc(-c2cccc3nccn23)cc1	10%	-4%	20%	3%	3%	-19%	-20%	4%
COc1cc(OC)c2c(C)cc(=O)oc2c1	8%	-12%	13%	-9%	5%	-2%	i	-4%
CC1CC(=O)N(c2ccc(NCc3ccc(Cl)cc3)c([N+](=O)[O-])c2)C1=O (configuration not stated)	1%	-4%	6%	-6%	-7%	x	-11%	-37%[inhibitor]
CC1=NC(C)(C)CC2CCC(O)C12 (configuration not stated)	-1%	12%	14%	18%	0%	x	i	3%
COC(=O)N1C(=O)[C@](c2ccccc2)(C2CCCCC2)N1C(=O)OC	2%	-19%	u	10%	6%	18%	-59%[inhibitor]	-9%
C/C=C/C(=O)OCC(=O)Nc1ccc(SC(F)F)cc1	5%	-1%	u	-4%	1%	11%	-21%	-8%
Cc1ccc(OCc2nn3c(-c4ccco4)nnc3s2)cc1	6%	1%	15%	-3%	4%	-7%	i	9%
Cc1ccc(C)c(C(C)NC(=O)c2ccccc2Br)c1 (configuration not stated)	3%	0%	u	-4%	-7%	x	-21%	-1%
O=C(N/N=C/C=C/c1ccccc1[N+](=O)[O-])c1cccnc1	1%	-3%	-6%	8%	5%	9%	i	-1%
CC1CC=C(O)C12OCC(C)(C)CO2 (configuration not stated)	4%	13%	10%	5%	0%	x	i	5%
CCn1nc(C)c(Br)c1-c1nc(CS(=O)(=O)c2ccc(F)cc2)no1	16%	-4%	29%	-14%	3%	16%	i	16%
CN1C(C(=O)NCc2ccccc2)CC2Cn3c(nc4ccccc43)C21 (configuration not stated)	9%	5%	5%	-3%	3%	-14%	-22%	5%
CN(C)C(=O)CNc1n[nH]c(=S)[nH]c1=O	1%	2%	7%	11%	3%	-42%	i	-22%

3 compounds out of the list above, arranged by the number in EPAC2 agonist, high to low:
Molecule | EPAC2 agonist | EPAC1 antagonist | TDP-43 yeast inh | EPAC2 antag | PTHR1 ag | EPAC1 ag
COc1cc(OC)c2c(C)cc(=O)oc2c1 | 8% | -12% | 13% | -9% | i | -4%
Cc1ccc(OCc2nn3c(-c4ccco4)nnc3s2)cc1 | 6% | 1% | 15% | -3% | i | 9%
COc1ccc(-c2oc3ncnc(NCCN4CCOCC4)c3c2-c2ccc(OC)cc2)cc1 | 2% | 14% | 6% | 0% | i | 2%

Next records
SMILES	EPAC2 agonist	EPAC1 antagonist	TDP-43 yeast inh	EPAC2 antag	aSyn yeast inh	FUS suppressor	PTHR1 ag	EPAC1 ag
O=C(Nc1ncccc1O)c1ccc(Cl)c(S(=O)(=O)N2CCCCCC2)c1	-3%	11%	22%	3%	-31%[inhibitor]	1%	i	-1%
Cc1cc(C)n(-c2cc(N3CCN(C(=O)c4cccc(Br)c4)CC3)ccc2[N+](=O)[O-])n1	-3%	-16%	7%	-2%	7%	u	-34%	4%
CC1(C)CC2CC(C)(CN2C(=O)COC(=O)c2cccc([N+](=O)[O-])c2)C1 (configuration not stated)	-3%	-22%	18%	5%	3%	x	i	-4%
CC(C)CC(=O)Nc1cc(NC(=O)CC(C)C)cc(C(=O)NC(C)(C)C)c1	-7%	7%	-2%	16%	-2%	-8%	i	-17%
Fc1ccc(CCN2CCN=C2Nc2ccccc2)cc1	-2%	10%	13%	8%	3%	-27%	-25%	1%
CCn1c(-c2ccsc2)nc2c1c(=O)[nH]c(=O)n2Cc1ccccc1	-3%	3%	-22%	-5%	18%	29%	i	5%
CCO[C@@H]1OC(C(N)=O)=C[C@H](C2CCCCC2)[C@H]1CCCO	-6%	-15%	2%	-15%	4%	-19%	i	-6%
COc1cc(OC)c(-c2nc(-c3ccncc3)no2)cc1OC	5%	-22%	-6%	0%	-3%	0%	i	20%
CCOc1ccc(-c2cnc3n2CCC3)cc1	-1%	-17%	-10%	-10%	-2%	x	-21%	-3%
COC(=O)c1ccc[n+](CCc2c[nH]c3ccccc23)c1	11%	0%	26%	3%	3%	-7%	i	-21%
Cc1ccc(C(=O)NNC(=O)C2CCN(Cc3ccccc3)CC2)cc1	3%	-3%	12%	-8%	8%	3%	i	-17%
CCOc1ccc(CNS(=O)(=O)c2c(C)nc3scc(C)n3c2=O)cc1OC	16%	-17%	-6%	-8%	-4%	23%	i	5%
C/C(=N\NC(=O)c1nonc1N)c1cccs1	-4%	10%	14%	15%	1%	x	-5%	-10%
Cc1ccc(SCC(=O)Nc2nccs2)cc1	0%	-8%	11µM*	-1%	1%	-9%	-63%[inhibitor]	1%
O=C(Cn1ccc(NC(=O)OCc2ccccc2)nc1=O)NCCc1c[nH]c2ccccc12	4%	u	1%	-4%	4%	-16%	i	1%
C/C(=N\NC(=O)CC(C)C)c1c(C(F)(F)F)[nH]n(-c2nc3ccccc3s2)c1=O	-8%	-18%	-40%[inhibitor]	21%	-34%[inhibitor]	7%	-65%[inhibitor]	-4%
Cc1cccc(NC(=O)CCC(=O)N/N=C/c2ccncc2)c1	4%	10%	-2%	21%	-4%	6%	i	2%
Cn1c(-c2ccccc2)c(Sc2ccccc2)c2cc(-c3ccc4[nH]ccc4c3)ccc21	2%	7%	19%	3%	1%	1%	i	9%
Cc1cccc(NC(=O)CCN2CCN(C)CC2)c1	3%	-4%	10%	0%	1%	-2%	-4%	-5%
CC(N=c1ccccn1C(=O)Nc1cccc(C(F)(F)F)c1)c1ccco1 (configuration not stated)	7%	9%	u	-1%	-7%	4%	-15%	9%
O=C1CN(CC(=O)NC2CCCc3ccccc32)CCN1 (configuration not stated)	12%	-15%	2%	0%	-4%	-11%	i	15%
COc1cc(Cl)c(C)cc1NCC(=O)Nc1cccc(S(=O)(=O)N2CCCC2)c1	21%	-5%	3%	-9%	-5%	25%	-51%[inhibitor]	0%
CN(CCCOc1ccccc1F)Cc1ccccc1	9%	41%[activator]	-23%	9%	-4%	-22%	6%	4%
CC(C)NC(=O)CSc1c2c(nc3ccccc13)CCCC2	1%	-4%	-31%[inhibitor]	8%	-2%	31%	i	-9%
CCc1ccccc1NC(=O)N1CCc2ccccc2C1	5%	12%	u	-11%	1%	14%	i	4%
Later entries.
SMILES	EPAC2 agonist	EPAC1 antagonist	TDP-43 yeast inh	EPAC2 antag	aSyn yeast inh	FUS suppressor	PTHR1 ag	EPAC1 ag
Cn1c(C(=O)N2CCCC(C(=O)NCCCc3ccccc3)C2)cc2sccc21 (configuration not stated)	8%	-8%	4%	-9%	11%	u	i	15%
CC(=O)NS(=O)(=O)c1ccc(NC(=O)c2ccc(NC(=O)c3cccs3)cc2)cc1	10%	-17%	-8%	-6%	-2%[1.84 µM]	23%	u	-6%
CC1(C)NC(=O)N(CCOCCOc2ccccc2-c2ccccc2)C1=O	4%	-16%	11%	-6%	1%	-4%	18%	-7%
CC1CCCCC1NC(=O)c1cn(C)c2ccc(S(=O)(=O)N3CCOCC3)cc2c1=O (configuration not stated)	7%	-15%	-3%	-2%	2%	17%	-17%	6%
CCCOc1ccc(C2C(C(=O)c3ccco3)=C(O)C(=O)N2CCCn2ccnc2)cc1OC (configuration not stated)	-16%	16%	18%	-7%	3%	2%	-23%	-1%
CCCCCCCCCC(=O)Nn1cnc2ccccc2c1=O	-6%	-23%	u	-10%	0%	-14%	i	-8%
O=C(Cc1ccccc1)NNC1CC(=O)N(c2ccc(Cl)cc2)C1=O (configuration not stated)	4%	1%	14%	6%	1%	5%	i	-1%
O=C(N/N=C/c1ccc(-n2ccnc2)cc1)c1cccs1	14%	-5%	-28%	-2%	-5%	-2%	-13%	7%
CCn1cc(C2=NOC(C(=O)Nc3cccc(C(C)=O)c3)C2)c(C)n1 (configuration not stated)	7%	-4%	-3%	-12%	1%	27%	u	1%
